Screening results from PubChem.
CASP6 VEID inh: inhibitors of human caspase-6. hit rate 0.53% among 350,000. AID 686996. purified caspase-6, Z-VEID-R110 cleavage fluorescence. inhibition, % at 12.5 µM;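 active = mean inhibition across replicates at least about 35%, with every replicate also reaching that limit, limit read from the data; inconclusive = only one of the two criteria met; inactive = neither criterion met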;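 note: 0% = median of neutral control wells and 100% = no fluorescence left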
Target sequence (P55212 24-179 limits assumed): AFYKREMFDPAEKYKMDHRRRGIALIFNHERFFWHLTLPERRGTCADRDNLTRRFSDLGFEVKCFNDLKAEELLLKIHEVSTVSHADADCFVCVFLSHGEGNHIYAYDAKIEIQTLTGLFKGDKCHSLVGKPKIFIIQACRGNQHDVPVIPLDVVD
Target sequence (P55212 194-293 limits assumed): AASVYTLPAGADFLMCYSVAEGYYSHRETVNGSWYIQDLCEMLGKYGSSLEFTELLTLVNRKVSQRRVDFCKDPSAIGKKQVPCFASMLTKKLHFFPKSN
RAD54 inh: RAD54 (human) branch migration inhibition | AID 602329 | RAD54 Holliday junction branch migration, FAM/BHQ fluorescence | hit rate 0.14% among 360,000 | inhibition, % at 10.4 µM;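 active = mean normalized replicate activity at least 40 and at least half of replicates scoring 40 or more; inconclusive = only one of the two criteria met; inactive = mean below 40 and under half of replicates reaching 40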;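 note: 0% = median of neutral control wells and 100% = median of positive control wells; inhibitors cause a drop in the FAM fluorescence signal; in these data hits start at about 50%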
ARNT TACC3 PPI: disrupts binding between human ARNT and TACC3. Q9Y6A5. AlphaScreen His-ARNT PAS-B/GST-TACC3 binding, luminescence; TACC3 fragment carries E629A point mutation. inhibition, % at 9.99 µM. hit rate 0.66% among 390,000;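 active = mean inhibition of replicates at least 50% and at least half of replicates each reaching 50%; inconclusive = half or more replicates reach 50% but mean below 50%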;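 note: 0% = complete ARNT plus TACC3 wells and 100% = ARNT alone without TACC3; many hits fall short of the cut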
RAD52 anneal inh: inhibitors of human RAD52 DNA annealing. hit rate 0.46% among 360,000. inhibition, % at 18.7 µM. AID 651710. recombinant RAD52 DNA annealing, FRET fluorescence;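 active = every replicate showing at least 50% inhibition; inconclusive = mean inhibition at least 50% but not in every replicate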
ERp5 inh: ERp5 (human) disulfide isomerase inhibition; Q15084; ERp5 insulin aggregation, absorbance 650 nm, 90 min; inhibition, % at 9.99 µM; hit rate 0.05% among 350,000; AID 651711;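 active = mean replicate inhibition above about 25%, with every replicate also reaching it, limit read from the data, passing the limit was not always enough; inconclusive = only one of those two criteria met; inactive = neither criterion met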
PglD inh: PglD (C. jejuni) enzyme inhibition | purified PglD enzyme, DTNB colorimetric CoA detection | inhibition, % at 12.5 µM | hit rate 0.098% among 360,000; in the data active = inhibition above about 16%, passing the limit was not always enough; inconclusive = no clear call, values can overlap the other calls; note: strong numbers were not always called active
esBAF inh: inhibitors of esBAF chromatin remodeling in mouse ES cells; reporter increase, % at 12.5 µM; Bmi1-luciferase knock-in reporter, 24 h; 100% = twice the neutral-well signal; hit rate 2% among 350,000; in the data active = activation above about 40%; inconclusive = no clear call, values can overlap the other calls;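 note: 0% = median of the plate's neutral control wells and 100% = double that signal; a rise in the Bmi1 reporter signal indicates esBAF inhibition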
E-selectin induc: E-selectin induction on HUVECs; HUVEC E-selectin immunofluorescence imaging; normalized: neutral wells 0, TNF-alpha wells 100; P16581; hit rate 0.37% among 260,000; activation, % at 7.58 µM;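 active = mean E-selectin-positive cell signal at least 10% of the positive control, reached in at least 60% of replicates, without over 20% cell loss; inconclusive = no rule given, readout overlaps actives, possibly toxicity-flagged; inactive = the rest, including those meeting only one limit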;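 note: in these data hits start at about 27%; measured in HUVEC primary endothelial cells; signal is the percent of cells scored E-selectin positive by PE staining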
Target sequence (P16581 whole entry, looked up): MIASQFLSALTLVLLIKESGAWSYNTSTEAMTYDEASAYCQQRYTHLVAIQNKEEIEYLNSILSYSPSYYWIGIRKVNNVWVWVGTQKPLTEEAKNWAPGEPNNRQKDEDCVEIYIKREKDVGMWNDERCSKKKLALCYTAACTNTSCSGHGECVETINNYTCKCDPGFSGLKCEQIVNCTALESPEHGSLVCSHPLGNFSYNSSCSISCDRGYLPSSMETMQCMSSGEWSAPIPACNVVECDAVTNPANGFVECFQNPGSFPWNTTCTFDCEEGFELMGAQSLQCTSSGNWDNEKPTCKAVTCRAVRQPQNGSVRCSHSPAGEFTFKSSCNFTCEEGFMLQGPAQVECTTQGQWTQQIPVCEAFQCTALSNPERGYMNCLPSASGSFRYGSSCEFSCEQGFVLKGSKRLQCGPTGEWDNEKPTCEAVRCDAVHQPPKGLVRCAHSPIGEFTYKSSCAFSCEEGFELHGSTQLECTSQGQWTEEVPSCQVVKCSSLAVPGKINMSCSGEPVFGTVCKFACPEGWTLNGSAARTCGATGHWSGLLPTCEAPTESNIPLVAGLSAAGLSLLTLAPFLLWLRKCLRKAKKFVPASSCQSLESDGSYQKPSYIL
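System: HUVEC / Compound: single concentration / Signal: immunofluorescence imaging / Read-out: percent E-selectin-positive cells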
Numbers without * were called inactive; ? = inconclusive; · = no result given.

SMILES	CASP6 VEID inh	RAD54 inh	ARNT TACC3 PPI	RAD52 anneal inh	ERp5 inh	PglD inh	esBAF inh	E-selectin induc
O=C(O)Cc1sc(Nc2ccccc2)nc1-c1cccs1	1.3	·	-4.6	-6.9	3.8	·	·	13.3
CN1CCN(C(=O)C[C@H]2CC[C@H]3[C@@H](COC[C@@H](O)CN3C(=O)Nc3cc(Cl)cc(Cl)c3)O2)CC1	-3.2	-0.2	-23.0	2.8	2.7	-1.2	-3.1	0.1
Cc1ccc(S[C@@H](CCN2CC[C@H](O)CCC2=O)c2ccccc2)cc1	1.3	-2.1	-3.2	-13.4	1.0	-1.5	7.8	·
O=C(CCn1cccc1)Nc1ccc(OC(F)(F)F)cc1	3.0	·	-8.5	-12.9	-3.4	·	·	9.1
COc1cccc(CNC(=O)CCC2CCCN(C(=O)c3cc(C)on3)C2)c1 (centres undefined)	-1.1	6.7	-1.7	-8.2	2.3	1.7	1.5	1.6
CCN1/C(=C/C(=O)c2ccco2)Sc2ccccc21	5.1	9.1	-7.0	-31.0	2.0	-3.6	17.3	·
C/C(=N/NC(=O)CSc1nc2ccccc2s1)c1ccncc1	-1.8	·	0.6	-10.5	0.7	·	·	·
CC1Cc2c([nH]c(=O)n(-c3ccccc3)c2=O)O1 (centres undefined)	-1.6	·	-9.9	-0.6	6.3	·	15.0	-0.2
O=C(Nc1ccc(N2CCN(C(=O)c3ccco3)CC2)c(Cl)c1)c1cc2ccccc2o1	·	-5.3	-5.9	·	·	-0.2	3.8	·
CCN(CC(=O)Nc1ccc(NC(C)=O)cc1)C(=O)c1ccc2ccccc2c1	-0.8	2.5	·	-2.7	-2.1	-3.8	4.7	1.0
O=C(O)CCCN1C(=O)/C(=C\c2ccccc2OCc2ccccc2)SC1=S	19.6	·	0.4	-18.5	1.3	·	0.7	0.1
C[C@@H](NC(=O)[C@H]1[C@H](CO)[C@H]2Cn3c(ccc(-c4ccccc4)c3=O)[C@H]2N1C)c1ccccc1	-1.2	2.4	0.3	-4.2	-4.0	3.6	-1.9	0.7
C[C@H]1CN([C@@H](C)CO)S(=O)(=O)c2ccc(C#Cc3ccccc3)cc2O[C@H]1CN(C)S(=O)(=O)c1cn(C)cn1	-1.5	-2.2	-4.6	-14.5	-4.1	0.1	1.8	-0.2
NNC(=O)CNC(=O)C12CC3CC(CC(C3)C1)C2	1.1	-7.6	-4.9	-4.5	-4.8	4.0	-0.4	4.7
O=C(CN1CCN(S(=O)(=O)c2cc(C(F)(F)F)ccc2Cl)CC1)N1CCc2ccccc2C1	1.0	0.8	1.2	-11.3	-1.8	4.2	-6.7	·
CN(C(=O)c1nn(C)c2c1CSc1ccccc1-2)c1ccc(F)cc1	-2.1	-6.1	-0.9	1.1	2.6	-1.0	0.7	·
Cc1nc2c(c(N3CCOCC3)n1)OCC(=O)N2	0.9	-8.4	-2.7	-12.9	-2.4	1.3	3.2	·
O=C(Nc1ccc2c(c1)OCO2)c1ccccc1SCC(=O)N1CCCC1	·	2.5	-4.2	·	·	2.0	-1.9	·
Cc1cccc(N=Nc2c(O)[nH]c3ccc(F)cc23)c1	1.4	-1.7	-7.4	-127.0	-0.6	-6.2	72.6*	0.2
COc1ccc(NC(=O)Nc2ccc3c(c2)CC(=O)N([C@@H](C)CO)C[C@H](C)[C@H](CN(C)S(=O)(=O)c2ccc(OC)cc2)O3)cc1	-3.6	34.6	7.5	-4.7	-8.7	0.5	3.7	0.1
C[C@H](CO)N1C[C@H](C)[C@H](CN(C)Cc2cncnc2)Oc2ncc(-c3ccc(C#N)cc3)cc2C1=O	-1.4	2.2	-4.1	-7.4	14.7	5.6	-1.3	-0.2
Cc1ccccc1CSCC(=O)NNC(=S)NCC1CCCO1 (centres undefined)	3.9	4.4	·	-6.1	-6.0	-1.6	3.7	0.3
COCC#Cc1ccc2c(c1)O[C@H](CN(C)S(=O)(=O)c1cccc(OC)c1)[C@H](C)CN([C@@H](C)CO)S2(=O)=O	-0.2	3.1	19.3	-1.6	-7.1	-0.9	-1.0	-0.3
O=C(NCc1ccccc1F)C(c1ccccc1)c1ccccc1	-1.5	1.7	-0.4	-12.5	1.6	2.3	5.2	·
O=S1(=O)CCOC[C@H](Cc2ccccc2)N1Cc1ccccc1Br	3.7	-4.7	-7.2	6.9	3.8	0.5	0.4	-0.3
COC(=O)CN1C(=O)C2(C(C#N)=C(N)Oc3cc(C)oc(=O)c32)c2ccccc21 (centres undefined)	·	-8.2	-0.9	·	·	4.1	3.2	·
CC(CNC(=O)CCS(=O)(=O)c1cc2c(cc1Cl)NC(=O)CO2)c1ccccc1 (centres undefined)	-1.0	-6.5	-2.1	-11.8	10.6	-1.4	-4.1	·
O=C(C[C@@H]1C=C[C@@H](NC(=O)Nc2ccccc2)[C@H](CO)O1)NCc1ccccn1	-3.3	3.4	2.2	-8.1	3.3	1.9	4.0	-1.4
Clc1nc2c(ccc3ccccc32)[nH]1	-1.5	12.1	-0.9	-7.6	-0.4	-0.1	·	12.3
CC(C)NC(=O)Nc1ccc2c(c1)CC(=O)N([C@@H](C)CO)C[C@@H](C)[C@H](CN(C)Cc1ccc(C(=O)Nc3ccccc3N)cc1)O2	-0.1	·	·	31.5	1.4	·	-3.6	0.2
CC(OC(=O)CC1Sc2ccccc2NC1=O)C(=O)N(C)Cc1ccccc1 (centres undefined)	0.4	4.0	15.7	-13.7	2.4	-10.2	14.6	-0.6
CC(=O)C1C(c2ccc(F)cc2)c2c(noc2C)CC1(C)O (centres undefined)	-0.1	3.3	2.2	-9.2	3.8	-2.7	-5.1	·
O=C(C1CCCO1)N1CCN(S(=O)(=O)c2ccc(Br)cc2)CC1 (centres undefined)	-1.0	-1.5	-4.2	-16.6	-3.2	2.2	0.6	?
CCN(CCO)C(=O)c1ccc2oc(Cc3ccc(Cl)cc3)nc2c1	24.9	5.6	-0.5	4.9	-0.5	3.4	8.0	·
CN(C)/C=C/C(=O)c1cnc(-c2ccc(Cl)cc2)s1	3.6	-11.4	·	-29.7	-6.6	0.3	·	·
COc1ccc(Cl)cc1NC(=O)CN(C(=O)c1ccco1)C1CCCCC1	·	-7.8	2.7	·	·	3.0	3.4	·
N#CCc1ccc(NC(=O)Cn2c(=O)oc3ccccc32)cc1	-3.9	-0.1	-8.6	-9.5	2.2	-5.0	-7.1	0.1
N#Cc1cc(-c2ccccc2)nnc1Sc1ccccc1	·	3.9	-0.3	·	·	2.2	9.1	·
CCC(=O)N[C@H]1CC[C@H](CCNS(=O)(=O)c2ccc(Cl)cc2)O[C@H]1CO	-1.7	5.3	-7.6	2.0	4.6	2.1	0.2	-0.1
COc1c(O)cc2oc(-c3ccc(O)c(O)c3)cc(=O)c2c1O	39.1*	8.8	36.8*	4.2	1.4	-1.8	11.1	0.5

A few values from the entries so far.
C[C@H](CO)N1C[C@H](C)[C@H](CN(C)Cc2cncnc2)Oc2ncc(-c3ccc(C#N)cc3)cc2C1=O in esBAF inh → -1.3
COc1c(O)cc2oc(-c3ccc(O)c(O)c3)cc(=O)c2c1O in esBAF inh → 11.1
CCC(=O)N[C@H]1CC[C@H](CCNS(=O)(=O)c2ccc(Cl)cc2)O[C@H]1CO in RAD52 anneal inh → 2.0

(continued)
SMILES	CASP6 VEID inh	RAD54 inh	ARNT TACC3 PPI	RAD52 anneal inh	ERp5 inh	PglD inh	esBAF inh	E-selectin induc
COC(=O)[C@@]1(Cc2ccccc2)[C@H]2C(=O)N(C)C(=O)[C@H]2[C@H]2CN(C)C(=NCc3ccccc3)N21	2.3	-0.2	-4.4	-11.0	-0.4	2.4	4.6	0.6
COCCNC(=O)NC(=O)COC(=O)Cc1ccc2c(c1)OCCO2	·	1.3	-1.2	·	·	6.6	-8.0	·
Cc1ccc(S(=O)(=O)Nc2ccc3c(c2)C(=O)N([C@H](C)CO)C[C@H](C)[C@@H](CN(C)C(=O)Nc2ccccc2)OCCCC[C@@H](C)O3)cc1	0.3	-3.2	-1.0	-14.6	-7.0	2.1	-6.0	-0.3
Cc1ccc(-n2nc3c(=O)n(CC(=O)NCCc4ccco4)nc(C)c3c2C)cc1	-4.2	-4.1	-0.3	-4.7	4.5	0.6	-8.1	·
O=C(c1cccc(F)c1)N1CC[C@@H]2[C@H]1c1cc(-c3ccccc3)ccc1N[C@@H]2CO	-4.0	·	·	-48.3	3.4	·	·	0.6
O=C(COc1ccccc1CNC[C@H]1O[C@@H](n2ccc(=O)[nH]c2=O)[C@H](O)[C@@H]1O)N1CCCCC1	4.0	-1.0	·	-10.0	15.5	5.3	-6.2	0.0
COc1ccc(CNC(=O)CN(Cc2ccco2)C(=O)CNS(=O)(=O)c2ccc(F)cc2)cc1	14.7	-1.1	0.5	4.4	3.1	-0.6	-2.5	·
COc1ccc(C2CC(=O)C=C3c4ccc(OC)cc4CCC32)cc1 (centres undefined)	-2.5	2.7	·	-6.7	0.5	1.8	2.3	-0.1
Cc1noc(C)c1COc1cccc(C(=O)OC(C)C#N)c1 (centres undefined)	-1.7	·	-1.5	-8.2	-0.9	·	·	·
CCOC(=O)Cn1cc(C#N)c2ccccc21	6.0	·	-11.1	-4.6	-4.0	·	·	-0.1
CC(CNC(=O)c1cc(COc2c(F)cccc2F)on1)Oc1cccnc1 (centres undefined)	3.7	0.8	-7.4	-15.5	-16.8	-5.2	-1.4	24.2
CC(=O)c1ccc(NC(=S)NCCCN2CCOCC2)cc1	-5.1	·	-18.1	-5.0	-4.8	·	·	·
COc1ccc(S(=O)(=O)Nc2ccc3c(c2)C(=O)N([C@H](C)CO)C[C@H](C)[C@@H](CN(C)C(=O)C2CCCCC2)OCCCC[C@H](C)O3)cc1	0.0	-6.6	15.7	5.9	-13.9	0.7	19.2	0.3
COc1ccc(S(=O)(=O)N2CCOCC2)cc1N(C)S(=O)(=O)c1ccc(C)cc1	-0.4	2.1	-1.7	-8.6	2.2	1.6	1.8	-0.3
COc1ccccc1CC1CC(=O)N(c2ccc([N+](=O)[O-])cc2)C1=O (centres undefined)	0.8	-3.7	·	-13.1	-2.1	1.6	-6.0	-0.5
NC(=O)CSc1nnc(Cc2ccc3c(c2)OCO3)n1C1CCCCC1	0.1	-3.0	-2.2	-0.8	1.6	3.8	2.5	·

Complete entries, looked up by structure. Order of values: CASP6 VEID inh	RAD54 inh	ARNT TACC3 PPI	RAD52 anneal inh	ERp5 inh	PglD inh	esBAF inh	E-selectin induc
COc1ccccc1CC1CC(=O)N(c2ccc([N+](=O)[O-])cc2)C1=O (centres undefined) is entered as 0.8	-3.7	·	-13.1	-2.1	1.6	-6.0	-0.5
COc1ccc(S(=O)(=O)N2CCOCC2)cc1N(C)S(=O)(=O)c1ccc(C)cc1 is entered as -0.4	2.1	-1.7	-8.6	2.2	1.6	1.8	-0.3
Cc1ccc(S(=O)(=O)Nc2ccc3c(c2)C(=O)N([C@H](C)CO)C[C@H](C)[C@@H](CN(C)C(=O)Nc2ccccc2)OCCCC[C@@H](C)O3)cc1 is entered as 0.3	-3.2	-1.0	-14.6	-7.0	2.1	-6.0	-0.3
COc1ccc(S(=O)(=O)Nc2ccc3c(c2)C(=O)N([C@H](C)CO)C[C@H](C)[C@@H](CN(C)C(=O)C2CCCCC2)OCCCC[C@H](C)O3)cc1 is entered as 0.0	-6.6	15.7	5.9	-13.9	0.7	19.2	0.3
CCOC(=O)Cn1cc(C#N)c2ccccc21 is entered as 6.0	·	-11.1	-4.6	-4.0	·	·	-0.1

With a hit mark in CASP6 VEID inh (from the list above):
Molecule | CASP6 VEID inh | ARNT TACC3 PPI | RAD52 anneal inh | ERp5 inh | PglD inh | esBAF inh
COc1c(O)cc2oc(-c3ccc(O)c(O)c3)cc(=O)c2c1O | 39.1* | 36.8* | 4.2 | 1.4 | -1.8 | 11.1
